Screening results: PubChem, The Scripps Research Institute Molecular Screening Center
M1 ag: agonists of human M1 muscarinic receptor; P11229; CHO-K1 hM1, Fluo-8 calcium fluorescence, agonist mode; 0% DMSO, 100% acetylcholine EC100; activation, % at 3 µM; hit rate 0.33% among 360,000; AID 588814;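 active means activation above the run's mean compound activation plus 3 SD, cut at about 16% in these data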;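 further: peak over basal fluorescence ratio within a 140 s kinetic read after compound addition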
Target sequence (P11229 whole entry, looked up): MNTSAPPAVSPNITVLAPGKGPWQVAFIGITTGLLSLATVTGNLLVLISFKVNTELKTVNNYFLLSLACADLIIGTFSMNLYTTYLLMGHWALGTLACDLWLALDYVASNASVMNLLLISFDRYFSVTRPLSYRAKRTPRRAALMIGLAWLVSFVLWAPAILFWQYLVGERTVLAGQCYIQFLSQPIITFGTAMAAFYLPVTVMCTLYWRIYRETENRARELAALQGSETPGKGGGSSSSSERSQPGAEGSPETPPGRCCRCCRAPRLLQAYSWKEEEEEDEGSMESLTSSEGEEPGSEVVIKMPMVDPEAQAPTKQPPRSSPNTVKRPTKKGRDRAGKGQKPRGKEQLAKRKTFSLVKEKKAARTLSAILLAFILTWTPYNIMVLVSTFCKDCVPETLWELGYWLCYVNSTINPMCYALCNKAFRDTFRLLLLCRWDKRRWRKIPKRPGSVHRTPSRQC
CHRM1 antagonist: antagonists of human M1 muscarinic receptor; hit rate 1.3% among 360,000; inhibition, % at 3 µM; CHO-K1 hM1, Fluo-8 calcium fluorescence, ACh EC80 antagonist;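 active means percent inhibition above its own plate's cutoff, namely the mean of that plate's compound wells plus 3 SD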;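 further: peak over basal fluorescence ratio during 140 s after agonist addition; 0% = ACh EC80 plus DMSO and 100% = DMSO alone without agonist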
CHRM4 antagonist: antagonists of human muscarinic M4 receptor (CHRM4); inhibition, % at 3 µM; hit rate 0.73% among 360,000; AID 624125; CHO-hM4 cells, ACh EC80, Fluo-8 calcium fluorescence; P08173;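 active means inhibition above its plate's cutoff, the mean inhibition of sample wells plus 3 SD, cut at about 27% in these data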;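 further: 0% = acetylcholine EC80 with DMSO and 100% = DMSO without agonist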
Target sequence (P08173 whole entry, looked up): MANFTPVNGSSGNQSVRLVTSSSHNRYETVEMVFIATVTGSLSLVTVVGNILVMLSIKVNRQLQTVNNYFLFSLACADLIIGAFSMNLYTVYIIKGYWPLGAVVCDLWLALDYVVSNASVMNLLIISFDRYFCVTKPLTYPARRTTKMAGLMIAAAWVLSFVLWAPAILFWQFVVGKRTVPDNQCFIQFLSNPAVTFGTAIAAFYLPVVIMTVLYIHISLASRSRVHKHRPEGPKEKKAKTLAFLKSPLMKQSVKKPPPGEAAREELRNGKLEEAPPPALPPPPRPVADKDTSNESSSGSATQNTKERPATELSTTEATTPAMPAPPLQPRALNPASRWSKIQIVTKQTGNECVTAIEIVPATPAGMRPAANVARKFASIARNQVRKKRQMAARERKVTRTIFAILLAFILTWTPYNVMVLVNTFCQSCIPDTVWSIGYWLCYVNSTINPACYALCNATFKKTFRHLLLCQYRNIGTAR
CHRM5 agonist: agonists of human muscarinic M5 receptor (CHRM5) | hit rate 0.19% among 360,000 | P08912 | activation, % at 3 µM | CHO-K1 hM5 cells, Fluo-8 calcium fluorescence; 0% DMSO wells, 100% maximal acetylcholine response;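 active means activation above the run's mean over test compounds plus 3 SD, cut at about 23% in these data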;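 further: signal is peak over basal fluorescence ratio across the kinetic read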
M4 ag: CHRM4 agonism in calcium assay. P08173. CHO-K1 hM4/Gqi5, Fluo-8 calcium fluorescence; vehicle 0%, full acetylcholine response 100%. activation, % at 3 µM. hit rate 0.14% among 360,000. AID 624127;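 active means activation above the run mean over all test wells plus 3 SD, cut at about 32% in these data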;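 further: peak over basal fluorescence ratio per well then scaled between controls; 0% = DMSO wells and 100% = acetylcholine at EC100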
CHRM1 PAM: human CHRM1 positive allosteric modulation. P11229. CHO-K1 hM1, Fluo-8 calcium fluorescence, ACh EC20; 0% = ACh EC20, 100% = maximal ACh. activation, % at 3 µM. hit rate 0.088% among 360,000. AID 588819; in the data active means activation above about 19%, passing the limit was not always enough
CHRM5 antagonist: blocks acetylcholine activation of human M5 receptor. P08912. CHO-hM5 cells, Fluo-8 calcium fluorescence, ACh EC80. inhibition, % at 3 µM. hit rate 0.59% among 360,000. AID 624040;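 active means inhibition above a per-plate cutoff, the mean of that plate's test compounds plus 3 SD, cut at about 27% in these data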;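 further: 0% = acetylcholine EC80 with DMSO and 100% = DMSO without agonist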
M5 PAM: potentiates acetylcholine response at human M5 receptor; activation, % at 3 µM; AID 624038; CHO-K1 hM5, Fluo-8 calcium, ACh EC20 PAM; 0% = ACh EC20, 100% = ACh EC100; P08912; hit rate 0.3% among 360,000;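 active means activation above the run cutoff, the mean activation of all test compounds plus 3 SD, cut at about 18% in these data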
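System: CHO-K1 hM5 cells. Reagent: acetylcholine, EC20 level. Compound dosing: single dose, 3 µM nominal final test concentration. Timing: Post-acetylcholine fluorescence recording 140 s. Detection: Fluo-8 calcium fluorescence. Read-out: % activation, ACh-normalized. Benchmarks: ACh EC20 and EC100 wells. Repeats: singlicate, one well per test compound.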
TAAR1 agonist: agonists of human TAAR1; Q96RJ0; CHO RD-HGA16 TAAR1, Fluo-8 calcium fluorescence; vehicle wells 0%, saturating PEA agonist 100%; activation, % at 3 µM; hit rate 0.99% among 360,000; AID 624467;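 active means activation above the mean activation of all test compounds in the run plus 3 SD, cut at about 38% in these data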
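System: CHO RD-HGA16 cells carrying human TAAR1 plus Gα16; Incubation: 17-24 h seeding, 75 min 37 °C dye, 30 min RT; Measured by: Fluo-8 fluorescence, 5 s baseline then 140 s kinetic read; Control set: DMSO and PEA EC100; Replication: single well for each compound.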
* = called active by the depositor; & = joins results of further samples. Only part of the results is shown, so the mix of outcomes need not match the whole.

Start of the data: the first 2 entries (preview)
SMILES	M1 ag	CHRM1 antagonist	CHRM4 antagonist	CHRM5 agonist	M4 ag	CHRM1 PAM	CHRM5 antagonist	M5 PAM	TAAR1 agonist
COC(=O)c1ccccc1OCc1cc(=O)oc2ccc(C)cc12	-4.1	3.9	4.8	3.0	1.8	-4.2	-7.2	3.8	2.4
Cc1nn(-c2ccccc2)c2c1C(c1cccc([N+](=O)[O-])c1)N(c1ccccc1)C(=O)N2 (stereo not drawn)	-7.1	-11.9	-5.0	-4.8	1.0	7.7	3.1	-2.3	-0.8

The list itself, from the first entry:
SMILES	M1 ag	CHRM1 antagonist	CHRM4 antagonist	CHRM5 agonist	M4 ag	CHRM1 PAM	CHRM5 antagonist	M5 PAM	TAAR1 agonist
COC(=O)c1ccccc1OCc1cc(=O)oc2ccc(C)cc12	-4.1	3.9	4.8	3.0	1.8	-4.2	-7.2	3.8	2.4
Cc1nn(-c2ccccc2)c2c1C(c1cccc([N+](=O)[O-])c1)N(c1ccccc1)C(=O)N2 (stereo not drawn)	-7.1	-11.9	-5.0	-4.8	1.0	7.7	3.1	-2.3	-0.8
CCCS(=O)(=O)N1CCCC(C(=O)NCCN(CC)c2ccccc2)C1 (stereo not drawn)	-5.8	15.0	26.3	-0.1	0.3	-11.7	-1.7	0.9	0.7
CCN(CC)S(=O)(=O)c1cccc(C(=O)N/N=C2\CC(=O)CC(C)(C)C2)c1	-5.2	4.4	4.1	-2.0	2.4	6.3	7.7	-0.9	14.5
CCN1C(=NCc2ccc(OC)cc2)N[C@@H](c2ccccc2)[C@H](C(=O)OC)[C@H]1C	-5.5	9.9	1.9	4.8	2.0	-9.6	-4.2	2.3	13.3
O=C(Nc1ccccc1Oc1cccnc1)C1CCCN(Cc2ccc(F)cc2)C1 (stereo not drawn)	-6.5	2.7	-5.4	-6.3	2.8	-0.2	12.2	-4.9	-0.7
Cn1cccc1Cc1nnc(SCC(=O)N2CCCCCC2)n1CCc1ccccc1	-0.7	-16.4	-5.6	-1.1	2.6	8.8	-4.0	2.4	0.2
CC(C)c1ccc(NC2CCCN(C(=O)c3cc(C(C)C)[nH]n3)C2)cc1 (stereo not drawn)	0.6	-7.8	-2.6	1.4	6.1	8.6	-12.0	7.1	-2.1
COC(=O)C1CCCCN1C(=O)c1cccc(OC2CCN(C(=O)C3CC3)CC2)c1 (stereo not drawn)	6.3	-8.3	-2.2	-0.5	2.2	11.9	-1.8	2.5	0.4
COc1ccc(C(=O)NCc2ccc(-c3nc4ccccc4s3)cc2)cc1OC	-4.3	-5.3	3.4	1.0	3.4	6.8	0.0	-0.1	9.4
CCCC(=O)C1=C(O)C(C(=O)OC)C(C)(C)CC1=NC(C)(C)C (stereo not drawn)	-3.5	-5.6	-19.1	-2.6	-1.0	4.5	-5.9	-0.1	5.9
COc1ccc(-c2cn(/N=C/c3ccc(Cl)cc3Cl)c(N)n2)cc1	-0.1	-15.7	-9.1	3.2	4.2	3.1	-0.2	-0.6	-0.2
O=C(NC(=S)NNC(=O)c1ccccc1O)c1ccc([N+](=O)[O-])cc1	-3.2	1.9	3.0	-1.8	0.5	2.5	-4.1	5.8	44.1*
Cc1cccc2sc(NC(=O)C3CCCN(S(=O)(=O)c4cccc5nonc45)C3)nc12 (stereo not drawn)	-2.2	-9.7	3.9	0.7	5.5	-1.8	-5.2	0.2	2.5
N#Cc1c(SCC(N)=O)nc(-c2ccccc2)c2c1CCCC2	-4.3	-1.8	0.0	-3.3	-1.2	5.2	3.7	-2.6	14.2
CN=C1SC(CC(=O)NCCc2ccc(OC)c(OC)c2)C(=O)N1C (stereo not drawn)	1.8&-0.9	-12.9&-9.8	-0.5&-3.4	-0.6&-0.9	0.6&0.7	15.3&8.2	23.6&0.2	-6.0&-1.1	0.7&7.1
Cc1ccc(C(C(=O)NC2CCCCC2)N(C(=O)c2csnn2)C2CC2)cc1 (stereo not drawn)	-5.6	9.4	6.7	-2.2	-0.9	0.9	9.2	-2.6	2.0
CCOC(=O)C1CCN(C(=O)COC(=O)C23CC4CC(CC(C4)C2)C3)CC1	-2.2	-4.9	6.4	4.0	4.1	7.5	11.5	-5.7	7.0
CC(C)[C@@H]1C=C(C(=O)O)O[C@H](OCCCCO)C1	-4.4	3.3	1.6	0.5	2.2	-0.6	9.8	2.5	12.1
Cc1oc(-c2ccccc2Cl)nc1CS(=O)CC(=O)NCc1cccs1 (stereo not drawn)	-5.9	0.0	6.6	-0.4	2.8	1.9	3.2	0.0	0.6
COc1cccc(CCc2nnc(N)s2)c1	0.5	-17.0	8.2	-0.5	1.0	13.1	0.0	-1.6	1.8
CC(=O)Nc1ccc(Oc2ccccc2)cc1	-3.6	-12.6	2.7	-1.2	0.5	2.1	0.8	2.8	1.1
OCCNCCCCOc1cccc(Br)c1	-9.3	-6.1	3.2	-4.0	2.3	7.6	3.3	-3.9	1.3
O=C(CCc1ccccc1)NCc1ccccc1	-8.7	-7.3	-3.1	-3.9	0.4	10.3	-0.1	-0.3	11.2
Cc1nc(NC2=NCN(Cc3cccnc3)CN2)nc2ccccc12	-4.0	-2.8	5.1	-3.3	0.0	10.4	-1.6	2.9	14.3
CCOC(=O)N1CCC(NC(=O)C2CCCN(Cc3nc(-c4cccc(Cl)c4)oc3C)C2)CC1 (stereo not drawn)	-3.9	37.1*	-2.1	7.0	17.0	-20.7	21.7	-16.8	5.9
Cc1cccc(N(C(=O)CNC(=O)c2ccco2)C(C(=O)NCC2CCCO2)c2ccccc2)c1 (stereo not drawn)	-3.5	23.0*	5.0	2.1	13.9	-18.3	1.9	-8.1	20.2
Cc1ccc(SCn2nnc3ccccc3c2=O)c(C)c1	-1.5	8.0	5.3	-0.5	0.7	-2.2	-1.3	14.8	-2.2
CCC1(CC)NC(=O)N(CC(=O)Nc2sc3c(c2C(N)=O)CCC3)C1=O	-2.1	-38.7	-3.4	2.1	0.2	17.7	-10.8	15.8	6.0
CCCCc1ccc(NS(=O)(=O)c2c(C)n(C)c(=O)n(C)c2=O)cc1	-7.7	-1.8	-4.0	0.9	4.3	-2.8	-3.6	-4.2	7.3
COc1ccc(CNc2cc(C)ccn2)cc1	-4.7	-1.1	-7.6	-7.6	0.1	13.2	3.1	0.8	3.7
COC(=O)c1ccc(C)c(NC(=O)CCc2ccc(OC)cc2)c1	-3.7	2.8	3.2	-0.2	1.3	8.1	4.4	-3.1	1.9
Cc1ccc(C(=O)NCc2n[nH]c(=S)n2-c2ccccc2)cc1[N+](=O)[O-]	3.1	2.3	-10.5	3.3	1.4	11.8	-9.3	5.8	-2.1
Cn1c(NCc2cccnc2)nc2cc(-c3ccc(C(=O)N4CCOCC4)cc3)sc2c1=O	2.5	-9.0	-1.0	0.0	2.4	16.9	12.8	-7.0	8.5
O=C(O)c1ccc(NS(=O)(=O)c2ccc3c(c2)OCCCO3)cc1	-2.5	6.0	0.9	0.4	0.2	-0.8	5.9	2.6	1.7
O=C(CCC(=O)OCC(=O)c1ccccc1)Nc1cccc(Cl)c1	-0.7	2.0	-1.3	1.6	1.3	1.2	11.8	-11.3	2.1
CCc1ccccc1NC(=O)CNC(=O)CNC(=O)Cc1ccccc1	-4.0	-8.6	-15.1	3.0	0.5	6.4	5.2	0.1	-0.6
Cc1ccc(CS(=O)(=O)CCC(=O)NCc2ccccc2Cl)cc1	-1.8	-1.5	-7.0	0.1	1.0	0.8	4.2	-6.7	-0.9
CCOc1ncccc1C(=O)Nc1cc2c(cc1Br)OCCO2	-6.3	-9.0	-7.9	-0.1	-0.4	6.7	1.3	0.7	7.0
CC(=O)OCC1=C(C(=O)O)N2C(=O)C(NC(=O)c3ccc(F)cc3)C2SC1 (stereo not drawn)	0.5	8.2	-7.4	4.0	0.5	0.7	-2.7	5.0	14.4
CC1(C(=O)Nc2ccc(Cl)c(Cl)c2)CCN1C(=O)CCC1CCCC1 (stereo not drawn)	-4.9	-4.1	-13.6	-1.7	-1.4	-1.8	-7.4	1.3	5.0
Cc1ccc(-n2nc3ccc(N)cc3n2)cc1Cl	-4.4	-2.9	9.7	0.5	-1.0	1.8	4.5	-3.2	2.5
COc1ccc(Cl)cc1NC(=O)CSc1nnc(C2CC2)n1C	-5.9	2.9	7.7	-1.9	1.5	-0.1	7.8	-1.6	2.4
O=C(COc1ccc2ccccc2c1)Nc1ccc(Br)cc1C(=O)O	-1.8	-15.0	-5.4	-2.7	-0.1	9.1	-1.3	3.0	-1.9
Cc1cc(-c2ccc(Cl)cc2Cl)c(C#N)c(=O)[nH]1	8.8	-10.2	5.9	18.0	2.6	11.4	-1.7	5.0	25.6
NC(=O)CC[C@H](NC(=O)c1ccc(F)cc1)C(=O)N1CCN(Cc2ccc3c(c2)OCO3)CC1	-3.5	-1.0	6.6	2.7	0.5	-1.2	-0.3	7.7	0.1
C/C=C/C(=O)OCC(=O)Nc1ccc(OC)c(Cl)c1	-6.4	6.9	1.4	-1.0	0.7	-6.3	7.5	-6.4	-0.3
CCOC(=O)/C(C#N)=C1/C=CN(Cc2ccccc2)C=N1	-2.8	-3.1	2.2	-0.4	0.3	8.8	-0.4	-2.9	2.0
Cc1cccc2c1cnn2C(=O)CCC(=O)N1CCC(C)CC1	-6.1	-8.6	0.3	-1.1	2.3	6.8	-2.4	-2.6	3.1
Cc1cc(C(=O)N/N=C/c2c[nH]c3ccccc23)c(C)o1	-5.7	-8.8	-5.6	-1.1	0.3	5.2	-1.9	-3.5	1.6
(continued)
SMILES	M1 ag	CHRM1 antagonist	CHRM4 antagonist	CHRM5 agonist	M4 ag	CHRM1 PAM	CHRM5 antagonist	M5 PAM	TAAR1 agonist
CC(C)[C@@H](C(=O)OCC(=O)c1ccc2c(c1)NC(=O)CO2)N1C(=O)c2ccccc2C1=O	-2.6	6.0	-3.4	2.3	2.2	-2.0	3.2	-4.1	9.9
CCOC(=O)c1cc(C)[nH]c(=S)c1C#N	-1.9	-5.3	-10.1	1.3	1.3	-3.0	-1.9	-0.1	0.6
O=C(Cc1ccccc1)NCc1ccc2c(c1)OCO2	-3.1	-10.8	6.9	-1.2	0.3	3.6	-8.1	12.2	3.2
CCOc1ccc(CCNC(=O)C2CCN(S(=O)(=O)N3CCOCC3)CC2)cc1OCC	-2.6	0.1	18.0	0.4	1.1	6.6	-7.2	7.3	18.4
CCN1CCN(C(=S)c2ccc(OCC(=O)NCc3ccccc3)cc2)CC1	-6.2	-2.9	1.1	-10.1	1.9	6.1	1.8	7.7	3.4
COc1ccc(C(=O)NC(C(=O)N2CCc3ccccc32)C(C)C)cc1 (stereo not drawn)	-9.0	-4.8	2.5	-3.1	-1.8	8.5	1.0	-0.7	-2.5
CCC1=NN2C(=N)/C(=C\c3cccn3-c3ccc(Cl)cc3)C(=O)N=C2S1	-7.1	-11.3	-3.7	-2.8	0.6	12.8	-3.9	-2.6	-0.8
COc1ccc(CN2CCC(=O)NC2=O)cc1	-3.1	-10.1	-18.5	0.2	1.8	5.2	1.0	-1.4	20.1
COC(=O)c1c(C)oc2ccc(N(C(=O)Oc3ccccc3)S(=O)(=O)c3ccccc3)cc12	-4.3	9.9	2.3	-0.9	-1.3	-10.4	4.8	-6.7	1.6
CCOc1ccc(C(=O)Nc2ccc(CN3CCOCC3)cc2)cc1Br	-5.5	-25.2	-10.2	-4.3	2.7	11.7	3.8	0.9	2.4
